From PubChem
FAS-TE inh – blocks the thioesterase domain of human fatty acid synthase; inhibition, % at 15 µM; AID 602261; recombinant FAS-TE, OMFH fluorogenic substrate, fluorescence endpoint; 360,000 compounds, 0.67% hits;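 active = compounds whose normalised, plate-corrected inhibition of enzyme fluorescence in the single-dose primary screen is 50% or more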;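 also: 0% = DMSO with enzyme and 100% = substrate without enzyme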
PABP1 MLLE inh – blocks PAM2 peptide binding to the PABP1 MLLE domain; P11940; GST-MLLE / FITC-PAM2 fluorescence polarization; inhibition, % at 20 µM; 360,000 compounds, 0.36% hits; in the data active = inhibition above about 35%, passing the limit was not always enough;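 also: plate controls were DMSO wells with GST-MLLE for no effect and wells lacking GST-MLLE protein for full effect; some results filed as inactive read as strong as hits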
bovine MsrA act – bovine methionine sulfoxide reductase A activation. purified bovine MsrA, absorbance read-out. activation, % at 10.6 µM. 360,000 compounds, 0.3% hits; in the data active = activation above about 7.5%;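 also: 0% = vehicle and 100% = reference activator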
Neddylation inh – inhibitors of human cullin neddylation | TR-FRET cullin neddylation, biochemical | calls only at 25 µM | 360,000 compounds, 0.58% hits | AID 651699; in the data active = inhibition above about 36%
E coli Lon inh – E. coli protease La inhibition; P0A9M0; purified E. coli Lon protease, fluorescence polarization; inhibition, % at 7.94 µM; 360,000 compounds, 0.42% hits; in the data active = inhibition above about 13%, passing the limit was not always enough;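 also: 0% = enzyme with probe and DMSO and 100% = no enzyme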
SKN-1 inh – blocks SKN-1 activity in C. elegans; 360,000 compounds, 0.49% hits; inhibition, % at 21.8 µM; C. elegans VP596 Pgst-4::GFP/RFP ratio, acrylamide-induced, 24 h;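 active = interference check ratio from 0.5 to 1.5 plus GFP to RFP signal ratio inhibition reaching or exceeding a fixed threshold, cut at about 30% in these data, passing the limit was not always enough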; also: some compounds called inactive have numbers as strong as hits
MT1-MMP act inh – blocks activation of human MT1-MMP; GFP/RFP ratio change, % at 20 µM; AID 651647; P50281; HT1080 RFP-PRO-GFP cells, GFP/RFP ratio fluorescence, overnight; percent of plate control window, DMSO zero; 360,000 compounds, 0.061% hits;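 active = GFP/RFP ratio change of at least 30% with cell ATP level not reduced by more than half and red fluorescence within 50% of control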; also: strong numbers were not always called active
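Assay system: HT1080 cells carrying an RFP-PRO-GFP reporter | Dosing: Single dose of 20 µM compound, 1% DMSO final | Incubation: Cells overnight before dosing, compound overnight, 37 °C, 5% CO2 | Evaluation: GFP/RFP fluorescence ratio | Control set: DMSO and RFP-L50D-GFP cell wells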
Rin1-Abl PPI inh – inhibitors of human Rin1-Abl protein interaction; inhibition, % at 7.35 µM; AID 588664; P00519+Q13671; TR-FRET Rin1/Abl binding, biochemical; 360,000 compounds, 0.4% hits; in the data active = inhibition above about 5%, passing the limit was not always enough
Target sequence (P00519 whole entry, looked up): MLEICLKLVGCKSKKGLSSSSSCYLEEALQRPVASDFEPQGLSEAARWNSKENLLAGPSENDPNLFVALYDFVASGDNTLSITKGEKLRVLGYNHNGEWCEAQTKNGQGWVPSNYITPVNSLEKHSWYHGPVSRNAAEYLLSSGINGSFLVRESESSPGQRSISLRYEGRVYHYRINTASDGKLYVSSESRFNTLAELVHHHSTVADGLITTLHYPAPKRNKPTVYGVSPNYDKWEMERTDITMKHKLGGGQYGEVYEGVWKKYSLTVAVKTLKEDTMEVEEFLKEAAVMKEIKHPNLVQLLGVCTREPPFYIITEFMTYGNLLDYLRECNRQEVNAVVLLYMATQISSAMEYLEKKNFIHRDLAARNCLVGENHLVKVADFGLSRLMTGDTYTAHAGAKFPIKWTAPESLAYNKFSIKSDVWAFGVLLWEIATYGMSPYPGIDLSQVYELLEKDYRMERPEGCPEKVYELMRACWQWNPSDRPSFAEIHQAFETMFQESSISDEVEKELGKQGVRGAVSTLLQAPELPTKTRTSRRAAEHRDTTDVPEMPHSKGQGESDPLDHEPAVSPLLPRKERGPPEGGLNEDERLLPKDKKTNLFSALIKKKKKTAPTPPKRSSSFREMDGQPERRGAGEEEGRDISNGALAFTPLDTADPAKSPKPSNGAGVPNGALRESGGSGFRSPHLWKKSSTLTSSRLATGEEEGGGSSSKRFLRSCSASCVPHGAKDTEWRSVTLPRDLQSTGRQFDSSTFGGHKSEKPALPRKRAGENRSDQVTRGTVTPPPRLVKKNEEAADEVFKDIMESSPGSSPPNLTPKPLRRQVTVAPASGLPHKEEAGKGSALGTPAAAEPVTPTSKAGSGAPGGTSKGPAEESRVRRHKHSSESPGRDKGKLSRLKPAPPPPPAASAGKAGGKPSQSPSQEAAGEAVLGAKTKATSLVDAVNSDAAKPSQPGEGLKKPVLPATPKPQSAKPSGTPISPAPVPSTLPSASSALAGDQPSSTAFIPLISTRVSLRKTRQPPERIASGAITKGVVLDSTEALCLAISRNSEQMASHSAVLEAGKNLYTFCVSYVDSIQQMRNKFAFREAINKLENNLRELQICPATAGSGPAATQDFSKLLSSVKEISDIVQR
Target sequence (Q13671 whole entry, looked up): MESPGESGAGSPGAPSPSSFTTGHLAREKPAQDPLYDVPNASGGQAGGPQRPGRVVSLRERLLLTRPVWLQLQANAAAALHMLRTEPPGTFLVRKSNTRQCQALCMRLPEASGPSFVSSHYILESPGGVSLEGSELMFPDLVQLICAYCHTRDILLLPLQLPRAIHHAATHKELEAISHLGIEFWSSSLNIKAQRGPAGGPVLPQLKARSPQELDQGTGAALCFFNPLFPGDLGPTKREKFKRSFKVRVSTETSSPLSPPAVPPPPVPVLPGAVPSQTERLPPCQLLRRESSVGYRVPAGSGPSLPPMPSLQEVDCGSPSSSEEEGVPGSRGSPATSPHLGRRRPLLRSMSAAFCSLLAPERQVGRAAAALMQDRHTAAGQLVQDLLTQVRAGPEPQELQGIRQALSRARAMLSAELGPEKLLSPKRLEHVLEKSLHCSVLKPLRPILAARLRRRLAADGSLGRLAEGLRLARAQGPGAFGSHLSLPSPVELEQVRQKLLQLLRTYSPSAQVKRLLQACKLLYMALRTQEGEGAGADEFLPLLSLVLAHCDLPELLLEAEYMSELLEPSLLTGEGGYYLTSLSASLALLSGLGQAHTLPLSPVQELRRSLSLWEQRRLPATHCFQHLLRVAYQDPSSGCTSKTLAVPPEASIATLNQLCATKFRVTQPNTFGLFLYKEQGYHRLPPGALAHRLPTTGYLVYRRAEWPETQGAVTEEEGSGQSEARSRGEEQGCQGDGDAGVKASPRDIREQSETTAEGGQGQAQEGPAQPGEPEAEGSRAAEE
CendR NRP1 mod – modulators of CendR peptide binding to human neuropilin-1; AID 602438; O14786; FAM-RPARPAR peptide binding to NRP-1, fluorescence polarization; 360,000 compounds, 0.85% hits; inhibition, % at 25 µM;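 active = inhibition or corrected inhibition above about 18%, plus a signal ratio from 0.5 to 1.5, limit read from the data, passing the limit was not always enough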; also: strong numbers were not always called active
Starred values were filed as active, the others as inactive; i = inactive; · = no result given. Rows were taken by chance, and some 4% of all compounds hit somewhere here.

SMILES | FAS-TE inh | PABP1 MLLE inh | bovine MsrA act | Neddylation inh | E coli Lon inh | SKN-1 inh | MT1-MMP act inh | Rin1-Abl PPI inh | CendR NRP1 mod
O=C(c1ccco1)N1CCN(C(=O)c2ccc(-c3ccccc3Cl)o2)CC1 | 6 | -6 | -5 | i | 8 | 6 | 5 | 2 | -6
O=C(COC(=O)/C=C/c1ccc(OC(F)F)cc1)Nc1cccc(S(=O)(=O)N2CCOCC2)c1 | 19 | 0 | -1 | i | 2 | 12 | -1 | -1 | 1
CCc1cccc(NC(=O)COC(=O)C2COc3ccccc3O2)c1 (configuration not stated) | -10 | 8 | -4 | i | 4 | -3 | 0 | -4 | 12
CCOC(=O)c1ccc(S(=O)(=O)N2CCN(C3CC(=O)N(c4ccc(OC)cc4)C3=O)CC2)cc1 (configuration not stated) | -3 | -5 | -2 | i | -7 | -9 | -4 | -3 | 20
O=C(NC(=S)NC1CCS(=O)(=O)C1)c1ccccc1 (configuration not stated) | -4 | 0 | -1 | i | -1 | 3 | -2 | 0 | 6
CC(=O)NN1C(=O)/C(=C\c2ccc(C)cc2)SC1=S | -6 | 16 | -3 | i | 4 | 17 | -1 | 0 | -4
COC(=O)c1c[nH]c2c1-c1cc(C(=O)OCc3ccccc3)n(S(=O)(=O)c3ccc(C)cc3)c1C(=O)C2=O | 28 | -19 | 2 | i | 7 | -1 | 25 | 4 | 20
CC(C)c1ccc(NC(=O)C2C3C=CC4(CN(Cc5cccnc5)C(=O)C24)O3)cc1 (configuration not stated) | -6 | 2 | -4 | i | 3 | 7 | -1 | -1 | 17
COc1ccc(SC[C@H](CC(C)C)N2CCN(CCc3ccccc3)CCC2=O)cc1 | 19 | 24 | -3 | i | -4 | 6 | -3 | 2 | -5
Cc1cc(NC(=O)CCSc2ccccc2)no1 | 1 | 5 | -2 | i | -10 | 6 | 3 | -3 | 15
CC1(C)CC(=O)C=C(Nc2ccc(Br)cc2F)C1 | -5 | 0 | -1 | i | 1 | -7 | -4 | -2 | 0
CCCCCCCCN1C(=O)[C@H](CC(=O)NCCCOCCCC)C[C@@]2(C(=O)OC)CC(C)(C)CC=C12 | · | · | · | i | · | -2 | -3 | · | 5
CCOC(=O)c1sc(N2C(=O)C(O)=C(C(=O)c3ccco3)C2c2ccc([N+](=O)[O-])cc2)nc1C (configuration not stated) | 56* | 4 | -4 | i | 7 | 10 | 7 | -2 | -54
C#Cc1cccc(NC(=O)C2CCN(C(C)=O)CC2)c1 | -4 | 13 | -2 | i | 4 | -7 | 2 | 4 | 10
CC1=Nn2c(nnc2-c2cccs2)SC1 | -6 | -14 | -1 | i | 11 | 1 | -1 | 1 | 10
COC(=O)C(Cc1ccccc1)NC(=O)CNC(=O)c1sc2ccccc2c1Cl (configuration not stated) | 10 | 6 | 1 | i | -6 | 0 | 0 | -6 | 6
Cc1cccc(NC(=O)NCCN2C(=O)C3C4C=CC(C4)C3C2=O)c1 (configuration not stated) | -2 | 18 | -1 | i | -8 | 0 | -1 | -4 | -1
CC(=O)NC(c1ccco1)c1cc(Cl)c2ccc(Cl)nc2c1O (configuration not stated) | 2 | -2 | -1 | i | 0 | 8 | -15 | 1 | 8
CC(C)(C)OC(=O)N1CCC(C(=O)N2CCOCC2)CC1 | -7 | -8 | 3 | i | 1 | 2 | 1 | 0 | 17
O=[N+]([O-])c1ccccc1CN1CCN(Cc2ccccn2)CC1 | 1 | 3 | -4 | i | -4 | 1 | 1 | 4 | 3

Of the compounds above, these have a Cl atom.
SMILES | FAS-TE inh | PABP1 MLLE inh | bovine MsrA act | Neddylation inh | E coli Lon inh | SKN-1 inh | MT1-MMP act inh | Rin1-Abl PPI inh | CendR NRP1 mod
O=C(c1ccco1)N1CCN(C(=O)c2ccc(-c3ccccc3Cl)o2)CC1 | 6 | -6 | -5 | i | 8 | 6 | 5 | 2 | -6
COC(=O)C(Cc1ccccc1)NC(=O)CNC(=O)c1sc2ccccc2c1Cl (configuration not stated) | 10 | 6 | 1 | i | -6 | 0 | 0 | -6 | 6
CC(=O)NC(c1ccco1)c1cc(Cl)c2ccc(Cl)nc2c1O (configuration not stated) | 2 | -2 | -1 | i | 0 | 8 | -15 | 1 | 8

(list continues)
SMILES | FAS-TE inh | PABP1 MLLE inh | bovine MsrA act | Neddylation inh | E coli Lon inh | SKN-1 inh | MT1-MMP act inh | Rin1-Abl PPI inh | CendR NRP1 mod
COc1ccc2sc3cccc(NCCN(C)C)c3c(=O)c2c1 | 4 | -30 | -3 | i | -8 | 16 | -2 | -9 | -36
Cc1ccc(-c2cnc3c(c2)C(=O)N([C@H](C)CO)C[C@@H](C)[C@@H](CN(C)C(=O)Cc2ccccc2)O3)cc1 | -7 | -31 | -1 | i | -2 | -5 | 0 | 0 | -7
COCCCNC(=O)CCCN1C(=O)c2cccnc2Sc2ccccc21 | -6 | -11 | -11 | i | 0 | -10 | 0 | 2 | -5
COc1ccc(Cl)c(Cn2c(NCc3ccco3)nc3c2c(=O)n(C)c(=O)n3C)c1 | 4 | -11 | -5 | i | -7 | 7 | -1 | 11* | -4
C#CCNC(=O)[C@H](Cc1ccc(C(=O)c2ccccc2)cc1)NC(=O)OC(C)(C)C | -2 | -10 | -12 | i | -9 | 4 | -1 | 1 | -5
COc1ccc(CNCCCO)cc1OC | -6 | -9 | -1 | i | 9 | 10 | -6 | -2 | -5
CC(=O)CSc1nc2c(c(=O)[nH]c(=O)n2C)n1Cc1ccccc1Cl | -2 | -55 | -3 | i | 7 | -5 | -3 | 0 | 1
COc1cccc2c1OCC(CN1CCN(Cc3ccccc3F)C(CCO)C1)=C2 (configuration not stated) | -4 | 8 | -1 | i | 1 | 7 | 2 | -1 | 10
Cc1oc(-c2cccs2)nc1CN1CCN(CC(C)C)C(CCO)C1 (configuration not stated) | 16 | -17 | -3 | i | -1 | -2 | 2 | 0 | 4
CC(NS(=O)(=O)c1ccc(Cl)cc1)C(=O)Nc1ccc2c(c1)OCCO2 (configuration not stated) | -2 | 13 | -3 | i | 6 | 10 | -1 | -2 | 1
C[C@H](O)[C@@H]1CN2CCc3c([nH]c4ccccc34)[C@@H]2C[C@@H]1N(C)C(=O)Nc1ccccc1 | -6 | 12 | -4 | i | -1 | 9 | -4 | 1 | -2
COc1cccc(CN2CCNC(=O)C2CC(=O)NCCc2nc(C)c(C)s2)c1OC (configuration not stated) | -11 | 24 | -3 | i | 5 | -1 | -3 | 1 | 2
Cc1nc(SC(C)C(=O)Nc2cccc(C(F)(F)F)c2)c2c(C)c(C(=O)O)sc2n1 (configuration not stated) | 8 | 4 | 5 | i | -18 | -3 | -6 | -2 | -4
CC(=O)c1cccc(NC(=O)c2ccc([N+](=O)[O-])o2)c1 | 2 | 4 | 4 | i | -7 | 1 | 3 | -1 | 8
CCc1ccc(S(=O)(=O)c2cn(C)c3cc(OC)c(OC)cc3c2=O)cc1 | 40 | -7 | -8 | i | -9 | -6 | 1 | 0 | -4
COCCCNC(=O)C(C#N)c1nc2ccccc2nc1N1CCCC1 (configuration not stated) | -66 | 19 | -1 | · | 5 | -58 | -5 | 0 | 131
CC(C)C[C@@H](CN1CCCC1CN1C(=S)NC[C@@H]1Cc1ccc(O)cc1)N1C[C@H](Cc2ccccc2)N(CC2CCCCC2)C1=S (some centres not stated) | -67 | 10 | -4 | i | -9 | -3 | -7 | -2 | 1
COc1ccc(-c2nc(S(=O)(=O)c3ccccc3)c(N3CCCC3)o2)cc1 | -7 | 19 | -4 | i | 7 | -10 | 3 | 2 | 1
Cc1ccc(CNC(=O)C(NS(=O)(=O)c2cccc3nsnc23)c2ccccc2)cc1 (configuration not stated) | 2 | 14 | -4 | i | 16 | 10 | -3 | -3 | 16
CC1Cc2ccccc2N1C(=O)c1cc2sccc2n1Cc1ccccc1 (configuration not stated) | 21 | -7 | -3 | i | -4 | -4 | -5 | 0 | 8
COc1ccc(N2CCN(C(=O)c3cc4c(-c5cccc(OC)c5)nn(C)c4s3)CC2)cc1 | 24 | -32 | -10 | i | -4 | 35* | -9 | 0 | -2
COc1ccc(OC)c(C2C(C(=O)c3ccco3)=C(O)C(=O)N2CCN2CCOCC2)c1 (configuration not stated) | -4 | 13 | -3 | i | -6 | 8 | -5 | -2 | -4
O=S1(=O)C[C@H](N2CCOCC2)[C@@H](COCc2ccccc2)N1 | -5 | 9 | 0 | i | -8 | 0 | 2 | 3 | 0
Cc1ccc(NC(=O)c2ccccc2N(C)S(C)(=O)=O)cc1C | -10 | -14 | -4 | i | -2 | 4 | -3 | -1 | 10
CSc1nnc(NC(=O)c2nc(S(=O)(=O)Cc3ccccc3F)ncc2Cl)s1 | 1 | 15 | -3 | i | 10 | 5 | -2 | 2 | 1
CCOc1ccc(NC(=O)c2sccc2-n2cccc2)cc1 | 17 | 6 | -1 | i | 0 | 3 | -3 | 2 | 15
Cc1csc2ncc(C(=O)NCc3ccccn3)c(=O)n12 | 0 | -9 | -1 | · | 4 | -3 | 0 | 1 | 4
O=C(Nc1ccc2c(c1)OCO2)c1cc(C2CCCCN2C(=O)CCCc2ccccc2)on1 (configuration not stated) | 21 | -3 | -1 | i | 3 | -2 | -2 | -3 | 0
CCN1CCC(O)(/C=C/c2ccc(C(C)C)cc2)C(C(=O)/C=C/c2ccc(C(C)C)cc2)C1 (configuration not stated) | 0 | -17 | -5 | i | -3 | -1 | -1 | 2 | -6
CC(=O)Oc1c(C)c2c3c(c1OC(C)=O)[C@@H](C)CC[C@@H]3[C@@H](C)C[C@H]2C=C(C)C | 14 | 14 | -2 | i | 2 | 12 | -1 | 0 | 8
Cc1cn2c(-c3ccncc3)nnc2s1 | -6 | -4 | 0 | i | -3 | -9 | -4 | -2 | 1
CCCCCCC(=O)N/N=C/c1ccco1 | -10 | -8 | -1 | i | -4 | 8 | 1 | 0 | -20
CC(=O)/C(C#N)=C1\NC(=O)C(Cc2ccc(F)cc2)S1 (configuration not stated) | 4 | 13 | -2 | i | -5 | 15 | -4 | 0 | 6
CCn1cc(Br)c(C(=O)NC(=S)Nc2ccc(C(=O)OC)cc2)n1 | -8 | 19 | -3 | i | -2 | 9 | 2 | -3 | -3
CCOc1ccc(N(C(C)C(=O)NN=C2CCCCCCC2)S(C)(=O)=O)cc1 (configuration not stated) | -6 | -9 | -2 | i | 10 | 1 | 1 | 2 | 0
Cc1ccc(S(=O)(=O)NC(C)(C)CN2CCNCC2)cc1 | -8 | -1 | -2 | i | -2 | 0 | -1 | 1 | 10
C#CCOCCOCCOCCNc1nc(N2CCN(C(=O)[C@H]([C@@H](C)CC)n3cc(CCC(=O)O)nn3)CC2)nc(N2CCN(C(=O)[C@H](CCCCN)n3cc(CCC(=O)O)nn3)CC2)n1 | -11 | -9 | -1 | i | -10 | 13 | 1 | 4 | 5
CC(c1ccon1)N(C)C(=O)CCc1nnc(Cc2ccc(-c3ccccc3)cc2)o1 (configuration not stated) | -4 | 3 | -1 | i | -11 | -10 | 1 | 0 | -22
O=C(O)c1ccc(/C=N/N2CCN(Cc3ccc(Cl)cc3)CC2)cc1 | -3 | 14 | -2 | i | -5 | -1 | 3 | 1 | 7
Cc1ccc(NC(=O)CSc2nnc(CN3CCOCC3)n2-c2ccccc2)cc1 | -4 | 4 | 1 | i | -6 | -10 | 3 | 1 | 1
COc1cc2c(cc1OC)C(c1ccc(-c3ccc(Cl)cc3Cl)o1)=NCC2 | 20 | -4 | -13 | i | -5 | 14 | -2 | 0 | 0
Cn1c(=O)c2nc(SCc3ccccc3)n(C)c2n(C)c1=O | -3 | -7 | -7 | i | 3 | -8 | -2 | 0 | 9
